# Screens: PubChem BioAssay, several laboratories
# HSF1 activator – increases HSF-1 driven luciferase reporter signal; NIH3T3-HGL HSF-1 luciferase reporter, MG132, 8 h; 100% = twice DMSO control signal; activation, % at 9 µM; 1.7% of 300,000 active;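 active = mean replicate activation of at least 50% with a set share of replicates each reaching 50%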;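 also: 0% = median of the neutral control wells and 100% = twice that signal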
# Dyrk1A ADPGlo – Dyrk1A (rat) kinase inhibition; ADP-Glo luminescence, NFATc1 peptide; inhibition, % at 12.5 µM; 0.43% of 310,000 active; AID 504441; in the data active = inhibition above about 50%;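 also: plate controls were vehicle with enzyme for no effect and no enzyme for full effect; many of its hits are not listed in these tables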
# aSyn 5UTR inh – MLPCN primary screen, SNCA 5' untranslated region; 0.82% of 300,000 active; inhibition, % (tested at 7.5 µM); AID 1813; alpha-synuclein 5'UTR reporter, inhibitor activity; in the data active = inhibition above about 60%;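 also: H4 neuroglioblastoma cells stably carrying SNCA 5'UTR luciferase fusion; 0% = DMSO wells and 100% = positive control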
# IEC-6 tox – kills IEC-6 intestinal cells in KLF5 counter-screen; IEC-6 cytotoxicity, luminescence viability; inhibition, % at 5 µM; 0.78% of 290,000 active; AID 1825; in the data active = inhibition above about 22%;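 also: 0% = plate median of test compound wells and 100% = cytotoxic reference compound wells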
# HSP90 inh – inhibitors of HSP90 luciferase refolding in rabbit reticulocyte lysate | luciferase refolding luminescence, 3 h | inhibition, % at 5.6 µM | 0.91% of 290,000 active;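 active = inhibition above the screen-wide mean plus 3 SD, computed separately per campaign, cut at about 16% in these data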;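 also: 0% = DMSO wells and 100% = 60 µM geldanamycin wells; inhibitors lower the luminescence because luciferase stays unfolded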
# GSK3beta inhib – inhibitors of human GSK3beta kinase | P49841 | GST-GSK3beta kinase, ADP-Glo luminescence, 60 min; stronger effect = lower value | activity score (negative = inhibition), % at 10 µM | 0.038% of 300,000 active | AID 2097;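 active = more than half of replicate wells score below -50%, meaning over 50% inhibition versus plate controls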;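 also: 0% = median DMSO wells and -100% = median GW8510 positive control wells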
# Target sequence (P49841 whole entry, looked up): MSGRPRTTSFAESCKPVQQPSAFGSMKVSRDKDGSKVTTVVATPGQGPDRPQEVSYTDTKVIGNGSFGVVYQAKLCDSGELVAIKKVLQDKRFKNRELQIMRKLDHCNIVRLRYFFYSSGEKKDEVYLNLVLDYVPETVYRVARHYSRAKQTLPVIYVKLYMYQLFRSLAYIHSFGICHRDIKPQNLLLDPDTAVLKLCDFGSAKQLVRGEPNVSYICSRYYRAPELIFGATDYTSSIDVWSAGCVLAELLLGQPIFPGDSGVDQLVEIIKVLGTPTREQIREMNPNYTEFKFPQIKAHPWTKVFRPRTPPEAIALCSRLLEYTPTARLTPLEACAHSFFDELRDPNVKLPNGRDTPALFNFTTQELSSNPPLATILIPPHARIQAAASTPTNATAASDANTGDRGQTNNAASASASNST
#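 Test system: GST-fused GSK3beta enzyme, cell-free | Quantity: 1.6 ng GST-GSK3beta enzyme per well | Reagent: 25 µM ATP with peptide substrate | Schedule: 60 min enzyme reaction, room temperature | Signal: Luminescent ADP-Glo measurement of ADP formed | Read-out basis: Score relative to plate controls | Control set: DMSO and 20 µM GW8510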
# KLF5 inh – suppresses KLF5 promoter-driven expression | DLD-1 KLF5 promoter-luciferase reporter, luminescence | 0.23% of 290,000 active | AID 1700 | inhibition, % at 5 µM;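 active = inhibition above a per-plate limit of that plate's mean compound inhibition plus 3 SD, cut at about 60% in these data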;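 also: 0% = DMSO wells and 100% = LY294002 at 200 µM; higher means less KLF5 promoter-driven luciferase light; inactives centre near -14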
# GSK3A inh – inhibitors of human GSK-3 alpha kinase; P49840; ADP-Glo luminescence, 60 min; inhibition, % at 10 µM; 0.1% of 320,000 active; AID 2650;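 in the data active = inhibition above about 50%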;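 also: GST-tagged GSK-3 alpha with peptide substrate and 25 µM ATP; 0% = DMSO neutral wells and 100% = GW8510 positive control wells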
# Target sequence (P49840 whole entry, looked up): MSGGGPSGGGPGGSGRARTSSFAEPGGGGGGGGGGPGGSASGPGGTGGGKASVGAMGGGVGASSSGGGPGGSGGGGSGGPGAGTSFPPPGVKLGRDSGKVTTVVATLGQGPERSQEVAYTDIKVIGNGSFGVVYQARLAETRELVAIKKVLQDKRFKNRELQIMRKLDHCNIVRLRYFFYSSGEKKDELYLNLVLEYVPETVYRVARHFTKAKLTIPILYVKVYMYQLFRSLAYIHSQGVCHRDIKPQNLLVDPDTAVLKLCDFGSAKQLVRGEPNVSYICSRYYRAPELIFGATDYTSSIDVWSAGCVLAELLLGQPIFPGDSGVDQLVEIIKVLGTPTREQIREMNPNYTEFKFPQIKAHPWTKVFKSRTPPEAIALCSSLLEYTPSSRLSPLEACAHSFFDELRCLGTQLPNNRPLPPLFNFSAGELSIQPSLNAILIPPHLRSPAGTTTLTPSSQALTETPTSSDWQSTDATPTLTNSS
# Platelet DG rel – modulates dense granule release in human platelets. human platelet-rich plasma, SFLLRN dense granule ATP release, luminescence. inhibition, %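 (compounds screened at 7.5 µM in platelet-rich plasma)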. 0.22% of 300,000 active;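 active = mean replicate score, as percent of positive control, at or above 50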
# HSF1 inhib – HSF1 inhibition; NIH3T3-HGL HSE-luciferase, MG132-induced, luminescence 8 h; stronger effect = lower value; activity change, negative = inhibition, % at 7.5 µM (by protocol); 0.77% of 300,000 active;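 active = more than half of replicate wells show activity change below -50%, luminescence cut by over half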;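 also: luciferase reports HSF-1 transcriptional activity via heat shock element; 0% = median of DMSO wells and -100% = zero luminescence signal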
# * hit, by the source's call; · = not tested or not shown. A portion of the library; the hit share may differ from the screen's.
# Fields: HSF1 activator | Dyrk1A ADPGlo | aSyn 5UTR inh | IEC-6 tox | HSP90 inh | GSK3beta inhib | KLF5 inh | GSK3A inh | Platelet DG rel | HSF1 inhib
> Cc1ccc(N2C(=O)C3NN=C(C(=O)OCc4ccccc4)C3C2=O)c(C)c1 (centres undefined)
 : 4.3 | 8.7 | 16.8 | -1.5 | -1.6 | 2.1 | -6.1 | -0.1 | 2.8 | -9.3
> Cc1cc(O)cc(C)c1Cl
 : -1.7 | 1.8 | -4.2 | · | · | 2.0 | · | -1.8 | -3.8 | 13.7
> COc1cccc(-c2nc3ccccc3s2)c1
 : 20.9 | 3.1 | -61.1 | 4.4 | 3.2 | 0.2 | -23.4 | -5.4 | 11.0 | 19.9
> Cc1cc(N2CCN(C)CC2)nc2ccc(NC(=S)N3CCN(c4ccc(F)cc4)CC3)cc12
 : -5.1 | 4.8 | -9.0 | 1.7 | -0.9 | 1.7 | -24.3 | -2.0 | 7.7 | -3.9
> CCOC(=O)N1CCC(NCCNC(=O)c2ccc(Cl)cc2)CC1
 : -6.6 | 1.3 | -5.8 | -5.5 | 4.0 | 3.2 | -11.0 | -1.7 | 4.5 | -4.8
> COc1cccc(CC(=O)OCC(=O)NC2(C#N)CCCCC2)c1
 : -5.2 | 15.9 | -2.8 | · | · | 0.7 | · | -2.0 | 10.9 | -2.5
> CSc1ccccc1Sc1cc(C(=O)O)c2ccccc2n1
 : 25.9 | 2.7 | 15.5 | -1.9 | 0.7 | -0.5 | -8.1 | -1.9 | -1.2 | -4.0
> O=C(CSc1nnc(SCc2ccccc2)s1)N/N=C/c1c[nH]c2ccccc12
 : -1.5 | -5.6 | -6.1 | -0.1 | 1.9 | 1.9 | -1.3 | · | 0.5 | -1.3
> COc1cc(C2CC(=O)Oc3c2c(=O)n(C)c2ccccc32)cc(OC)c1OC (centres undefined)
 : 34.7 | 0.6 | -8.0 | -1.1 | -3.5 | -4.4 | 5.0 | -0.7 | -5.1 | 23.2
> COc1ccc(N2CCN(CCCNC(=O)c3cc4sccc4n3C)CC2)cc1
 : 5.3 | 3.8 | -24.8 | -0.8 | 4.1 | 3.0 | -12.2 | 0.0 | -11.7 | -6.2
> COc1ccc(CCNC(=O)c2ccc3c(c2)NC(=O)C(N2CCOCC2)S3)cc1OC (centres undefined)
 : -25.5 | -1.1 | 31.0 | 1.4 | 1.0 | -2.1 | -36.3 | -2.4 | -0.2 | -7.8
> CN(C)c1nc(Oc2ccc(OCCOc3ccccc3)nn2)nc(N(C)C)n1
 : -4.8 | -5.9 | 26.4 | 5.7 | 3.8 | 4.6 | -17.3 | -1.6 | 3.1 | -2.1
> O=C(CN1CCCC1)OCCCC1CCCCC1
 : 23.7 | · | -9.1 | 5.2 | 2.6 | 1.0 | 6.4 | -1.2 | -4.8 | -0.6
> CCN1CCCC1CNc1ncnc2c1[nH]c1ccc(F)cc12 (centres undefined)
 : -40.4 | 10.9 | 8.3 | -0.7 | 0.2 | 2.2 | 9.1 | 9.6 | -3.8 | -19.8
> CCOC(=O)C(Cc1ccccc1)C(=O)NCc1cccnc1 (centres undefined)
 : 16.3 | · | 11.9 | 1.6 | 1.8 | -1.5 | -16.7 | -0.9 | -0.3 | 1.2
> CC(C)c1nnc(NC(=O)C2CCN(C(=O)c3ccco3)CC2)s1
 : -70.8 | -8.4 | -12.1 | -3.0 | 0.6 | -3.5 | -15.3 | -3.1 | 3.7 | -64.0*
> CCCS(=O)(=O)N1CCCC(C(=O)NCC(OC)OC)C1 (centres undefined)
 : -4.9 | -6.2 | -9.4 | 2.1 | -3.7 | 3.0 | -20.6 | -0.9 | 0.8 | -6.4
> Cc1cccc(NC(=O)C2CCCN2C(=O)Oc2ccccc2)c1 (centres undefined)
 : -0.4 | -12.7 | 33.4 | -2.8 | 0.4 | 3.1 | -19.4 | -0.8 | 11.7 | -4.6
> COc1ccc(C2CC(c3ccccc3OC(C)=O)=NN2C(=O)/C=C/c2ccccc2)cc1 (centres undefined)
 : 25.8 | -2.6 | -2.7 | 2.8 | 2.3 | 0.0 | -16.4 | -5.0 | 21.0 | 20.1
> Cc1cccc(NC2SC(=O)N(c3ccccc3)C2=O)c1 (centres undefined)
 : 41.0 | -1.9 | -30.6 | 4.5 | -0.7 | -1.8 | -15.6 | -0.4 | 16.1 | 19.8
> O=C(Nc1ccc2snnc2c1)N1CCOCC1
 : -7.0 | 6.8 | -17.2 | -4.2 | 0.7 | -2.4 | -28.2 | 4.1 | 5.2 | -3.6
> Cc1onc(-c2ccccc2)c1C(=O)NCc1ccccn1
 : -12.8 | -0.8 | -3.1 | -0.4 | -2.8 | -4.8 | -19.1 | 0.2 | -1.7 | 4.1
> CC(=O)c1c(C)nn(C(=O)N2CCOCC2)c1C
 : -4.4 | 7.6 | -11.3 | · | · | 1.8 | · | -9.8 | -3.2 | -11.3
> O=c1c2cn[nH]c2nc(SCc2ccccc2F)n1-c1ccc(Br)cc1
 : 11.2 | -3.6 | 18.7 | -4.1 | -3.0 | -2.4 | -5.2 | -0.5 | 2.0 | 5.5
> Cc1ccc(-c2nn3c(C)nnc3s2)cc1NC(=O)c1ccc(-c2ccc(Cl)cc2Cl)o1
 : · | -0.5 | · | 8.7 | 2.2 | · | 5.4 | -33.8 | · | ·
> Cc1cc(C)n2cnnc2n1
 : -5.9 | · | -3.7 | -1.8 | 4.7 | 1.8 | -13.4 | -1.9 | -0.9 | -1.0
> Cc1cc(=O)[nH]c2ccc(S(=O)(=O)NC3CCCCC3)cc12
 : 21.4 | -8.5 | 11.7 | 1.3 | -3.5 | -1.7 | -88.5 | 1.0 | 63.2* | -2.7
> Nc1c(C(=O)CCC(=O)O)oc2ccc(Cl)cc12
 : 6.1 | 8.3 | 7.6 | -3.4 | -2.0 | -0.2 | 20.9 | 0.8 | 23.9 | 2.0
> CCOC(=O)C1CCN(S(=O)(=O)c2ccc(OCC)cc2)CC1
 : 16.1 | 9.7 | -15.9 | -6.8 | 1.1 | 0.7 | -8.8 | -2.4 | 0.9 | -1.7
> CCc1ccccc1NC(=O)CSc1nnc([C@H](CCSC)NC(=O)OC(C)(C)C)o1
 : -0.5 | -9.2 | 3.5 | -0.6 | -5.9 | 1.3 | -24.9 | -7.3 | 1.0 | -0.8
> CCCc1nnc(NC(=O)c2c(O)c3c([nH]c2=O)CCCC3)s1
 : -12.3 | -2.7 | -75.0 | · | · | 1.6 | · | -1.1 | 2.6 | -4.5
> Cc1cccc(C)c1OCC(=O)Nc1ccccc1N1CCCCC1
 : -10.4 | -5.3 | 36.9 | 8.5 | 4.1 | -0.1 | 6.3 | 1.6 | -3.5 | -1.3
> O=C(NCCO)c1cccc(Nc2nc(-c3ccccc3)c3cc(Cl)ccc3n2)c1
 : 2.0 | 3.4 | 10.5 | 0.2 | 2.5 | 1.8 | 16.3 | -2.6 | -2.6 | -8.0
> COc1ccc(NC(=S)N2CCN(c3ccccn3)CC2)cc1OC
 : -12.9 | 2.4 | 0.2 | 5.6 | 0.8 | 2.6 | -3.1 | -1.3 | -3.4 | -3.7

# 14 entries out of the list, ordered by SMILES length, rising:
# Fields: HSF1 activator | Dyrk1A ADPGlo | aSyn 5UTR inh | IEC-6 tox | HSP90 inh | GSK3beta inhib | KLF5 inh | GSK3A inh | Platelet DG rel | HSF1 inhib
> Cc1cc(C)n2cnnc2n1
 : -5.9 | · | -3.7 | -1.8 | 4.7 | 1.8 | -13.4 | -1.9 | -0.9 | -1.0
> O=C(Nc1ccc2snnc2c1)N1CCOCC1
 : -7.0 | 6.8 | -17.2 | -4.2 | 0.7 | -2.4 | -28.2 | 4.1 | 5.2 | -3.6
> CC(=O)c1c(C)nn(C(=O)N2CCOCC2)c1C
 : -4.4 | 7.6 | -11.3 | · | · | 1.8 | · | -9.8 | -3.2 | -11.3
> Nc1c(C(=O)CCC(=O)O)oc2ccc(Cl)cc12
 : 6.1 | 8.3 | 7.6 | -3.4 | -2.0 | -0.2 | 20.9 | 0.8 | 23.9 | 2.0
> Cc1onc(-c2ccccc2)c1C(=O)NCc1ccccn1
 : -12.8 | -0.8 | -3.1 | -0.4 | -2.8 | -4.8 | -19.1 | 0.2 | -1.7 | 4.1
> Cc1cccc(NC2SC(=O)N(c3ccccc3)C2=O)c1 (centres undefined)
 : 41.0 | -1.9 | -30.6 | 4.5 | -0.7 | -1.8 | -15.6 | -0.4 | 16.1 | 19.8
> Cc1cccc(C)c1OCC(=O)Nc1ccccc1N1CCCCC1
 : -10.4 | -5.3 | 36.9 | 8.5 | 4.1 | -0.1 | 6.3 | 1.6 | -3.5 | -1.3
> Cc1cccc(NC(=O)C2CCCN2C(=O)Oc2ccccc2)c1 (centres undefined)
 : -0.4 | -12.7 | 33.4 | -2.8 | 0.4 | 3.1 | -19.4 | -0.8 | 11.7 | -4.6
> CCOC(=O)C1CCN(S(=O)(=O)c2ccc(OCC)cc2)CC1
 : 16.1 | 9.7 | -15.9 | -6.8 | 1.1 | 0.7 | -8.8 | -2.4 | 0.9 | -1.7
> CCCc1nnc(NC(=O)c2c(O)c3c([nH]c2=O)CCCC3)s1
 : -12.3 | -2.7 | -75.0 | · | · | 1.6 | · | -1.1 | 2.6 | -4.5
> O=c1c2cn[nH]c2nc(SCc2ccccc2F)n1-c1ccc(Br)cc1
 : 11.2 | -3.6 | 18.7 | -4.1 | -3.0 | -2.4 | -5.2 | -0.5 | 2.0 | 5.5
> O=C(NCCO)c1cccc(Nc2nc(-c3ccccc3)c3cc(Cl)ccc3n2)c1
 : 2.0 | 3.4 | 10.5 | 0.2 | 2.5 | 1.8 | 16.3 | -2.6 | -2.6 | -8.0
> COc1ccc(C2CC(c3ccccc3OC(C)=O)=NN2C(=O)/C=C/c2ccccc2)cc1 (centres undefined)
 : 25.8 | -2.6 | -2.7 | 2.8 | 2.3 | 0.0 | -16.4 | -5.0 | 21.0 | 20.1
> Cc1ccc(-c2nn3c(C)nnc3s2)cc1NC(=O)c1ccc(-c2ccc(Cl)cc2Cl)o1
 : · | -0.5 | · | 8.7 | 2.2 | · | 5.4 | -33.8 | · | ·
